High-throughput results as filed in PubChem BioAssay.
Pol iota inh = blocks human DNA polymerase iota activity | Q9UNA4 | Pol iota fluorescent replication assay, 10 min | Potency, µM (highest dose often 115 µM), for inactives: top-dose activity, negative = inhibition, usual class: inhibitors | 390,000 tested, 1% active | AID 588590
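Fluorescent replication assay read twice, at 0 min and 10 min after adding 50 nM (final) substrate. Enzyme (10 nM) and compounds were first incubated 15 min at room temperature; enzyme-free buffer wells were negative controls.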
HP1b chromo inh = HP1-beta chromodomain-methylated histone interaction inhibition; 390,000 tested, 0.56% active; AID 540317; AlphaScreen HP1-beta / biotin-H3K9me3 peptide binding; P83916; Potency, µM (top dose mostly 114 µM), for the others: at the highest dose activity change, negative = inhibition, actives largely listed as inhibitors; also: nearly all actives have a fitted effect of over 70% in size; inactives centre near 23
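Compound inhibition of the preformed complex between 50 nM HP1-beta and 50 nM biotinylated H3K9me3 peptide was read by AlphaScreen. Buffer was PBS pH 7.4 with 0.01% Tween-20. Incubations ran 30 min at room temperature, with 10 ug/mL donor/acceptor beads.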
Tb PGK inh = blocks T. brucei phosphoglycerate kinase; 380,000 tested, 0.043% active; PGK/GAPDH coupled, Kinase-Glo luminescence, 60 min; AID 602233; Potency, µM (top dose mostly 57.5 µM), for inactives: at the highest dose activity change, negative = inhibition, most hits filed as inhibitors; also: % is scaled to controls: 0 for no effect and ±100 for the full control effect; nearly all actives have a fitted effect of over 60% in size
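Recombinant glycosomal PGK reaction used 1,3-bisphosphoglycerate generated in-well by GAPDH (100nM final) in 100mM TEA pH 7.6, 5mM MgCl2, 0.01% Tween-20. After 60 minutes at room temperature, ATP was read by Kinase-Glo Plus luminescence end-point.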
Pin1 inhibitor = human Pin1 inhibition | Q13526 | Pin1 FP peptide displacement, HiFluor488, 10 min | Potency, µM (highest dose often 115 µM), without a hit: at the highest dose activity, negative = inhibition, actives largely listed as inhibitors | 390,000 tested, 0.009% active; active = well fitted inhibition curve with a large enough effect in the polarisation, with a control signal flat, not every such curve was filed as active; inconclusive = small, poorly fitted or top-dose-only effect, or effect the other way, or a change in a side signal; inactive = no such curve, though single readings can be large or run the other way; the % refers to the polarisation; also: % is scaled to controls: 0 for no effect and ±100 for the full control effect
G9a block = blocks human histone lysine methyltransferase G9a | Q96KQ7 | G9a H3K9 monomethylation, AlphaScreen, 2 h | Potency, µM (titrated, usually from 102 µM), for inactives: at the highest dose activity, negative = inhibition, hits mostly inhibitors | 350,000 tested, 8.8% active | AID 504332; also: % is scaled to controls: 0 for no effect and ±100 for the full control effect; nearly all actives have a fitted effect of over 75% in size
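Compounds were preincubated with 20 nM G9a for 15 min, after which biotinylated H3K9 peptide (500 nM) and SAM (20 uM) started a 2 h room-temperature reaction. Monomethylated product was quantified by antibody-based AlphaScreen chemiluminescence.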
BLM helicase inh = blocks DNA unwinding by human BLM helicase; P54132; recombinant BLM DNA unwinding, fluorescence dequenching; Potency, µM (highest dose often 56.1 µM), inactives show top-dose activity change, negative = inhibition, most hits filed as inhibitors; 350,000 tested, 0.2% active; AID 2528;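 also: plate controls were vehicle for no effect and no enzyme for full effect; nearly all actives have a fitted effect of over 35% in size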
Target sequence (P54132 whole entry, looked up): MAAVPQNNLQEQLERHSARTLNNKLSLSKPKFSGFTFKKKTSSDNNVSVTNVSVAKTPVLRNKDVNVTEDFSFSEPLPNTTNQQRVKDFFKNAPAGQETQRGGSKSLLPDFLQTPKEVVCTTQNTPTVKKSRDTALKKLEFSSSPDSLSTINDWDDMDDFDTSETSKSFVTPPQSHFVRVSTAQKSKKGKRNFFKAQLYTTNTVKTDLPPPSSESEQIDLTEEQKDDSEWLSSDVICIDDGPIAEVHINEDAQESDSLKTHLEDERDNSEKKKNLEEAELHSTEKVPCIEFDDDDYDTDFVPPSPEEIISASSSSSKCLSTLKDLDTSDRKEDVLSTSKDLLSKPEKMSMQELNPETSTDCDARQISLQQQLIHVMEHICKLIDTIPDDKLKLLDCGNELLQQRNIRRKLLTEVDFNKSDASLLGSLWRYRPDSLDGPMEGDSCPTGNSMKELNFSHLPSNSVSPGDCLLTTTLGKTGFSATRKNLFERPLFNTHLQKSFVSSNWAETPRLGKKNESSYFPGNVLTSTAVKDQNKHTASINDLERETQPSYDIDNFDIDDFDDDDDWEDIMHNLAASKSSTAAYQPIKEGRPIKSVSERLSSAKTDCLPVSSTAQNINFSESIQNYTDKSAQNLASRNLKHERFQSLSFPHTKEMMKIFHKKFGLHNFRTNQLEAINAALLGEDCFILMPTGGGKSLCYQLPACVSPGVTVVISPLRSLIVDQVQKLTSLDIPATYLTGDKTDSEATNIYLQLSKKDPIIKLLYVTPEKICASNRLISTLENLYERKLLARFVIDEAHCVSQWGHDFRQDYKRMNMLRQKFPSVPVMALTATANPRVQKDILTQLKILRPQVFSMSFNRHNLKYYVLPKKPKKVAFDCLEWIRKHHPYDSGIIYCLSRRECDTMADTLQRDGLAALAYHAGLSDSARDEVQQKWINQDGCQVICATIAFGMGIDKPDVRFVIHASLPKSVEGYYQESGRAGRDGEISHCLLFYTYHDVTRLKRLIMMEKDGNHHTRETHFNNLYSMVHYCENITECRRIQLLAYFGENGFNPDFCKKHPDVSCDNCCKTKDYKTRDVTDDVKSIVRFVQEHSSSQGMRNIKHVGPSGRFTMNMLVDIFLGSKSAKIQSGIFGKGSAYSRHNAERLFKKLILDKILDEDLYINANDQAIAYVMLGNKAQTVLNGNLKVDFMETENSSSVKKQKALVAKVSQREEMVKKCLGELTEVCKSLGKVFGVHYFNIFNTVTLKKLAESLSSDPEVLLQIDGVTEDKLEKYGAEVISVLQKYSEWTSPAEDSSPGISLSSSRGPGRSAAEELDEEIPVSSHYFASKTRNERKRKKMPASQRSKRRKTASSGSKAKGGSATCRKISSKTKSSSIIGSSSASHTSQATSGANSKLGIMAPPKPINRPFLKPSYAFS
JMJD2A Tudor inh = blocks the human JMJD2A Tudor domain. AID 504339. AlphaScreen JMJD2A-Tudor / H3K4me3 peptide binding. 390,000 tested, 4.4% active. Potency, µM (highest dose often 114 µM), for the others: top-dose activity change, negative = inhibition, hits mostly inhibitors; also: % is scaled to controls: 0 for no effect and ±100 for the full control effect; nearly all actives have a fitted effect of over 50% in size
GLS inhibitor = blocks human kidney-isoform glutaminase activity | AID 624170 | O94925 | Potency, µM (titrated, usually from 45.5 µM), without a hit: top-dose activity change, negative = inhibition, hits mostly inhibitors | 410,000 tested, 0.21% active | GLS enzymatic activity, qHTS titration; also: % is scaled to controls: 0 for no effect and ±100 for the full control effect
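hKGA; 45 mM KH2PO4 pH 8.2 + 0.02% Tween-20; cpd via pin tool; 1 mM Gln soln; GluOx/HRP/Amplex Red; RT 30 min; fluor. t0 & final.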
BAZ2B inh = BAZ2B (human) inhibition | Potency, µM (titrated, usually from 114 µM), inactives show at the highest dose activity change, negative = inhibition, most hits filed as inhibitors | 360,000 tested, 4.4% active | AlphaScreen BAZ2B-H3K14Ac peptide displacement; also: % is scaled to controls: 0 for no effect and ±100 for the full control effect; nearly all actives have a fitted effect of over 60% in size
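Compounds, titrated to a top concentration of 110 uM, were incubated 30 min at room temperature with preformed BAZ2B/acetyl-K14 H3 peptide complex (50 nM each). Proximity signal was measured by AlphaScreen after 20 min with beads.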
Starred values were filed as active, the others as inactive; i = inactive; ? = inconclusive; nt = not tested or not shown; [ ] = remark or other dose. Unless noted, calls follow the shape of the dose curve; as a rule, active = well fitted curve in the direction sought with a large enough effect; inconclusive = small, poorly fitted or top-dose-only effect, or another doubt; inactive = no such curve, though single readings can be large; an effect the other way counts as inactive or inconclusive. Potency is read from the fitted curve at half-maximal effect.

SMILES,GLS inhibitor,Pol iota inh,HP1b chromo inh,BLM helicase inh,JMJD2A Tudor inh,Tb PGK inh,Pin1 inhibitor,BAZ2B inh,G9a block
CCN(CC)c1ccc2cc(C#N)c(=O)oc2c1,0.0%,77.9%[activator],-6.3%,-2.9%,-16.2%,3.8%,?,-2.3%,nt
CCOC(=O)N1CCC(NC(=O)c2ccc3c(=O)n4c(nc3c2)CCCC4)CC1,9.3%,13.6%,29.3%,-0.9%,-10.0%,8.0%,?,-21.3%,-26.1%[59 µM]
O=C(Nc1nnc(-c2ccccc2F)s1)C1CCN(S(=O)(=O)c2ccc(Cl)cc2)CC1,11.0%,26.5%,29.5%,-9.5%,-2.1%,-1.3%,1.9%,5.2%,-4.0%
NC(=O)C1=C[C@@H](c2ccc(C(F)(F)F)cc2)C[C@@H](OCCCCO)O1,6.1%,37.9%[activator],22.9%,-7.5%,-14.6%,-8.1%,-3.8%,-13.9%,?
COc1cc(OC)cc(-c2nc3nc(C)c(CCC(=O)Nc4ccc(C)cc4C)c(C)n3n2)c1,-13.7%,1.9%,31.9%,-1.5%,2.7%,i,-6.9%,-4.5%,0.7%[59 µM]
CCN(CC)c1ncc(C#N)c(N)n1,-8.4%,29.9%,18.6%,0.0%,-8.3%,3.8%,0.3%,-8.8%,-22.8%
NC(=O)c1c(NC(NC(=O)c2ccco2)C(=O)c2ccc(Cl)cc2)sc2c1CCCC2 (stereo unspecified),29.5%,?,-10.1%,-13.6%,?,-2.3%[11.5 µM],5.0%,?,25.1µM*
CCOC(=O)C1=C(C)NC2=C(C(=O)CC(c3cccs3)C2)C1c1cccs1 (stereo unspecified),-7.0%,1.6%,44.1%,1.1%,9.1%,-6.2%,2.4%,-0.5%,-10.5%[59 µM]
Cc1ccc(-n2c(=O)c3sccc3n(CC(=O)N3CCCC3)c2=O)cc1,1.1%,-1.6%,11.9%,3.9%,-10.9%,3.2%,1.5%,1.4%,?
COCCCNC(=S)Nc1ccc(C)cc1,0.6%,?,14.1%,-0.1%,4.0%,-10.3%,2.5%,-0.6%,4.3%
Cn1cc(Br)c(C(=O)NNC(=O)c2ccc(Br)cc2)n1,18.9%,5.2%,17.0%,5.7%,-23.1%,-2.7%,1.4%,3.0%,6.2%[59 µM]
CSc1nccc(-c2nn(-c3ccc(C)cc3)ccc2=O)n1,10.6%,8.3%,-6.1%,0.7%,56.2µM*,-4.4%,-2.2%,25.1µM*,8.6%
COC(=O)c1ccccc1NC(=S)NC(=O)CC(C)C,-0.5%,-2.1%,17.6%,-5.2%,-5.1%,11.4%,-11.0%,-3.8%[57.1 µM],17.9%
Cc1ccc(-n2c(-c3cc(C)n(C)n3)n[nH]c2=S)cc1,28.2%,32.2%[activator],14.2%,0.6%,7.08µM*,-0.4%,-7.5%,-25.6%,7.94µM*
C=C(c1ccccc1Cl)[n+]1ccccc1,-1.0%,75.0%[activator],61.9%[activator],-1.3%,-2.8%,-0.8%,0.7%,-20.4%,-1.0%
CCc1n[nH]c2c1C(=O)CC(C)(C)C2,-12.7%,5.3%,29.8%,-0.8%,-10.7%,i,-9.8%,1.9%,1.7%[59 µM]
C=CCOC(=O)CCC(=O)Nc1cccc2ccccc12,-3.7%,11.2%,26.6%,-0.5%,7.1%,i,2.4%,-1.0%,7.5%[59 µM]
CN(N)C(=S)Nc1ccc(F)cc1,33.0%,-25.1%,43.2%[activator],2.4%,-7.7%,-2.7%,-5.9%,-16.8%,50.1µM*
Cc1ccccc1NC(=O)CSc1c(C(C)C)cnc2c1c(=O)n(C)c(=O)n2C,3.2%,0.7%,18.9%[57 µM],-6.2%,-12.7%,i,-1.6%,3.4%,13.9%[59 µM]
O=C(CNC(=O)c1ccc(Cl)c([N+](=O)[O-])c1)OC1CCCCC1=O (stereo unspecified),-0.4%,23.4%,28.3%,nt,-13.0%,-9.2%,-0.1%,-0.1%,?
CCCC(C)NC(=O)COC(=O)c1ccccc1SCC(=O)NC(C)CCC (stereo unspecified),3.2%,86.8%[activator],23.8%,-0.7%,7.7%,2.4%,-0.8%,-10.6%,-8.8%
CCOC(=O)Cc1cc(=O)[nH]c(/N=C(/NC(=O)c2ccccc2)Nc2ccccc2C(F)(F)F)n1,0.7%,2.7%,28.1%,-7.1%,-7.1%,1.2%,6.8%,-2.8%,18.2%
O=C(N/N=C/c1cc2c(cc1Br)OCO2)C1COc2ccccc2O1 (stereo unspecified),-27.1%,126.0%[activator],16.8%,-5.5%,-13.1%,0.4%,0.5%,-23.0%,?
Cn1cc(S(=O)(=O)N2CCOCC2)cc1C(=O)O,-12.5%,13.8%,-7.7%,nt,-22.4%,-4.1%,0.3%,nt,nt
C/C(=N\NC(=O)CNC(=O)c1ccco1)c1ccc(Br)cc1,-0.3%,47.7%[activator],-7.0%,-0.8%,-21.9%,-4.0%,-6.6%,-8.7%,8.2%
CCn1c(C)nc2cc(C(=O)NNS(=O)(=O)c3c(C)c(C)cc(C)c3C)ccc21,4.0%,12.3%,26.4%,-0.2%,-18.0%,-1.0%,-1.2%,2.8%,-9.2%[12.7 µM]
CC(Oc1cccc(Cl)c1)C(=O)NC1CC(C)(C)NC(C)(C)C1 (stereo unspecified),6.7%,17.5%,6.6%,-10.6%,-17.4%,-0.7%,-4.0%,-11.1%,85.3%[activator]
Cc1ccc(C(=O)CCC(=O)Nc2ccc(Cl)c(S(=O)(=O)Nc3cccc(Cl)c3)c2)cc1,9.1%,-0.7%,14.4%,-1.3%,-9.2%,10.1%,2.5%,2.9%,18.2%[59 µM]
Cc1ccc(C)c(S(=O)(=O)N2CCN(C(=O)c3ccccc3Cc3ccccc3)CC2)c1,3.8%,15.7%,-1.5%,nt,-23.3%,-1.8%,-2.0%,-3.8%,-31.1%
Cc1cc(C)cc(Nc2ccc(C(=O)O)cc2[N+](=O)[O-])c1,-0.7%,124.9%[activator],-5.8%,-2.2%,-28.1%,4.2%,0.1%,?,-49.4%
COc1cccc(C2c3[nH]c4ccccc4c3C[C@H]3C(=O)N(c4ccccc4C(=O)NCCCN4CCOCC4)C(=O)N23)c1 (stereo partly specified),7.6%,42.0%[activator],-0.8%,-3.5%,-32.7%,-7.2%,-14.9%,?,23.3%[12.7 µM]
CCOC(=O)C(=O)Nc1nc(-c2ccccc2)c(-c2ccccc2)o1,-0.8%,6.0%,29.6%,-2.1%,-7.7%,-0.8%,-3.6%,-1.3%,11.4%[59 µM]
Cc1cc(C)cc(NC(=S)N(Cc2ccc(Br)cc2)Cc2ccc(C(=O)O)cc2)c1,23.9%,-25.4%,19.6%,-1.3%,-31.2%,-7.8%,?,-10.8%,?
CCn1c(N2CCN(C(=S)NCCc3ccccc3)CC2)nc2ccccc21,2.4%,9.9%,2.0%,-4.2%,-27.7%,-5.3%,2.4%,-31.9%,-6.3%[59 µM]
O=C(CSc1nnc2c(Cl)cc(C(F)(F)F)cn12)N(Cc1ccccc1)Cc1ccccc1,-0.1%,-7.7%,15.7%,-4.3%,-17.0%,-11.1%,13.4%,10.2%,23.7%[59 µM]
COC(=O)c1ccc(COc2ccccc2/C=C/C(=O)c2ccc(OCC(=O)O)cc2)cc1,?,?,-3.0%,?,-23.4%,?,0.0%,?,50.1µM*
O=[N+]([O-])c1cc(-c2ncccn2)c([N+](=O)[O-])s1,21.8%,?,19.7%,-4.2%,-23.7%,-8.6%,22.9%,?,28.2µM*
Cc1noc(C)c1CSc1nc2sc3c(c2c(=O)n1C)CCCC3,-8.2%,2.8%,14.5%,-3.9%,-17.2%,5.6%,-8.7%,9.8%,13.7%
Cc1cc(C(F)F)n2nc(C(=O)Nc3ccc(F)cc3F)nc2n1,-2.5%,?,21.0%,-2.9%,-8.3%,2.6%,4.7%,2.3%,0.2%[12.7 µM]
Cc1ccc(-c2nc3ccccc3o2)cc1NC(=O)Cc1cccs1,1.4%,25.7%,45.2%[activator],1.6%,-7.9%,0.6%,-4.2%,-27.4%,?

3 compounds out of the list, ordered by formula weight, largest number first:
SMILES,GLS inhibitor,Pol iota inh,HP1b chromo inh,BLM helicase inh,JMJD2A Tudor inh,Tb PGK inh,Pin1 inhibitor,BAZ2B inh,G9a block
CCOC(=O)Cc1cc(=O)[nH]c(/N=C(/NC(=O)c2ccccc2)Nc2ccccc2C(F)(F)F)n1,0.7%,2.7%,28.1%,-7.1%,-7.1%,1.2%,6.8%,-2.8%,18.2%
COc1cc(OC)cc(-c2nc3nc(C)c(CCC(=O)Nc4ccc(C)cc4C)c(C)n3n2)c1,-13.7%,1.9%,31.9%,-1.5%,2.7%,i,-6.9%,-4.5%,0.7%[59 µM]
CC(Oc1cccc(Cl)c1)C(=O)NC1CC(C)(C)NC(C)(C)C1 (stereo unspecified),6.7%,17.5%,6.6%,-10.6%,-17.4%,-0.7%,-4.0%,-11.1%,85.3%[activator]

Other compounds.
SMILES,GLS inhibitor,Pol iota inh,HP1b chromo inh,BLM helicase inh,JMJD2A Tudor inh,Tb PGK inh,Pin1 inhibitor,BAZ2B inh,G9a block
Clc1cnc(N/N=C/c2cccs2)c(Cl)c1,1.1%,-8.2%,56.5%[activator],-3.0%,-7.7%,-2.6%,-4.1%,2.1%,35.9%
O=C(COc1ccccc1C(=O)N/N=C\c1ccc(O)c(O)c1)N/N=C/c1ccc(O)c(O)c1,-4.0%,-103.1%,7.94µM*,2µM*,2.24µM*,2.24µM*,?,1.58µM*,?
O=C(Nc1ccccc1)n1cc(-c2ccccn2)c(N2CCOCC2)n1,10.9%,3.7%,38.8%,3.2%,-7.5%,-2.1%,-3.2%,-5.7%,12.3%
Cc1ccc(C2C(C#N)=C(N)OC3=C2C(=O)CCC3)s1 (stereo unspecified),-12.5%,23.9%,44.6%[activator],-3.0%,-10.5%,3.0%,-0.8%,-7.5%,0.7%

An excerpt, so the mix of outcomes need not match the whole.
